# sEH act – soluble epoxide hydrolase activators, primary screen, biochemical, human sEH. Bifunctional epoxide hydrolase 2 (Homo sapiens), P34913. purified human sEH enzymatic activity, activator screen. activation, % at 2 µM. hit rate 0.04% among 91,000. AID 717, 2007; in the data active means activation above about 37%; further: values of inactives mirror those of a sister screen read the other way
# Target sequence (P34913 whole entry, looked up): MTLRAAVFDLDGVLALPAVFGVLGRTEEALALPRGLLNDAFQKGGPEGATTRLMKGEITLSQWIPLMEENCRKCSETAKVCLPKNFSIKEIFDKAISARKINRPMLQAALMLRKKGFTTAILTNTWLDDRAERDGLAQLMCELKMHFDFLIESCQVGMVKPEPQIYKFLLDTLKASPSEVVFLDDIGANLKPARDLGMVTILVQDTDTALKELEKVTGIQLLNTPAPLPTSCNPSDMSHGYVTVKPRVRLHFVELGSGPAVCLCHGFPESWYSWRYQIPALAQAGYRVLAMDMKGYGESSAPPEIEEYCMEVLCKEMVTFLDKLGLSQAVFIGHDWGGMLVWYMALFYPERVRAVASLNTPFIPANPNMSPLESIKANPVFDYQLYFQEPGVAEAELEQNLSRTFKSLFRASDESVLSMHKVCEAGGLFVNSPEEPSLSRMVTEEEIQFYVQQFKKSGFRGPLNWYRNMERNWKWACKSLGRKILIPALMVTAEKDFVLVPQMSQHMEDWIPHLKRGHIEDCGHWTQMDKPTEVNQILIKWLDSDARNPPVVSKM
# sEH inhibitor – soluble epoxide hydrolase inhibitors, primary screen, biochemical, human sEH | Bifunctional epoxide hydrolase 2 (Homo sapiens), P34913 | recombinant human sEH enzymatic activity assay | inhibition, % at 2 µM | hit rate 0.34% among 91,000; in the data active means inhibition above about 80%; further: values of inactives mirror those of a sister screen read the other way; many of its hits are not listed in these tables
# * = called active by the depositor. Some of the compounds tested. The share of hits here may be higher or lower than overall.
# Second line of a record: sEH inhibitor, sEH act
- Brc1cc2c(cc1/C=N/Nc1nc3ccccc3s1)OCO2
  16, -18
- CCOC(=O)C(=CNc1cccc(C)n1)C(=O)OCC
  -2, 3
- CCOC(=O)c1c(NC(=O)CSc2nnc3c(n2)[nH]c2ccc(F)cc23)sc(C(C)=O)c1C
  14, -15
- O=C(O)Cc1sc(-c2ccc(Cl)cc2)nc1-c1ccccc1
  4, -2
- CCOC(=O)Cc1csc(NS(=O)(=O)c2ccccc2)n1
  11, -10
- COc1cc(-c2nc3ccccn3c2/N=C/c2ccccc2)ccc1O
  0, 2
- COc1ccc(C(=O)NCC(=O)OCc2cccc(Br)c2)cc1
  4, -2
- COc1cccc(CSc2nnc(C(F)(F)F)n2Cc2ccc(F)cc2)c1
  5, -3
- Cc1cc(C)c(S(C)(=O)=O)c(Oc2ccc(C(C)(C)C)cc2)n1
  -18, 18
- N#Cc1c(/N=C/C=C/c2ccccc2)sc2c1CCCC2
  5, -4
- Cc1ccc(OCCCC(=O)Nc2ccccc2C(F)(F)F)cc1
  6, -6
- C=CCc1ccc(OCCn2cccc2C=O)c(OC)c1
  -9, 13
- Cc1ccc(-n2ccc(=O)c(-c3ccnc(SCc4cccc(Cl)c4)n3)n2)cc1
  -3, 4
- Cc1[nH]c(=O)[nH]c(=O)c1/C=N/NC(=O)[C@H](C)NC(=O)OC(C)(C)C
  -19, 19
- Cc1ccsc1/C=C1\SC(N2CCOCC2)=NC1=O
  -13, 13
- CCc1ccc(N(C(=O)c2snc(C(N)=O)c2N)C(C(=O)NCCC(C)C)c2c[nH]c3ccccc23)cc1 (stereo not given)
  -2, 4
- O=C(OCc1ccccc1)c1cccc(-c2nnc(-c3ccccc3)o2)c1
  3, -5
- Cc1ccc(C)c(N=Nc2nc3ccccc3n2C)c1
  -23, 28
- CN(NC(=O)c1cccc(Cl)c1)c1nc(-c2ccccc2)nnc1C(F)(F)F
  -1, -2
- CCN(CC)c1ccc(N2C(=O)/C(=C/c3cccnc3)SC2=S)cc1
  8, -8
- Cc1ccc(N=Nc2c(O)n(CN3CCOCC3)c3ccccc23)cc1
  -1, 2
- COc1ccc(-c2nc(-c3ccccc3)nc(N3CCN(C)CC3)c2C#N)cc1
  -7, 4
- O=C(NCc1ccccc1)C12CN(Cc3ccccc3)CC1C(c1cccc([N+](=O)[O-])c1)=NO2 (stereo not given)
  -6, 13
- CN(CCOc1ccc(-c2ccn(S(=O)(=O)c3ccc(Cl)cc3)n2)cc1)c1ccccn1
  11, -10
- Cc1c(Cl)c([N+](=O)[O-])nn1CCCC(=O)N1CCN(c2ccccc2)CC1
  23, -22
- O=C(CSCc1ccc(Cl)cc1)Nc1ccc2c(c1)OCCO2
  63, -62
- Cc1c(-c2ccccc2)cn2c1-c1ccc(C)n1CC2
  -5, 8
- CCOc1ccc(NC(=S)N(Cc2ccc(N(C)C)cc2)Cc2ccco2)cc1
  -7, 6
- Cc1nc(NC(=O)c2ccccc2)sc1-c1csc(Nc2ccc(F)cc2)n1
  66, -64
- Cc1ccc(S(=O)(=O)Nc2ccc(=O)n(Cc3ccc(Cl)c(Cl)c3)c2)cc1
  -4, 4

# Part of the list above in another layout.
sEH inhibitor,sEH act,SMILES
-7,4,COc1ccc(-c2nc(-c3ccccc3)nc(N3CCN(C)CC3)c2C#N)cc1
-6,13,O=C(NCc1ccccc1)C12CN(Cc3ccccc3)CC1C(c1cccc([N+](=O)[O-])c1)=NO2 (stereo not given)
11,-10,CN(CCOc1ccc(-c2ccn(S(=O)(=O)c3ccc(Cl)cc3)n2)cc1)c1ccccn1
23,-22,Cc1c(Cl)c([N+](=O)[O-])nn1CCCC(=O)N1CCN(c2ccccc2)CC1
63,-62,O=C(CSCc1ccc(Cl)cc1)Nc1ccc2c(c1)OCCO2

# The list goes on.
# Second line of a record: sEH inhibitor, sEH act
- COc1cccc(/C=N/NC(=O)c2c(-c3ccccc3)noc2C)c1
  7, -6
- CN(C)S(=O)(=O)Oc1ccsc1C(=O)Nc1ccc(Cl)cc1
  -2, 3
- COc1ccc(/C=C(\NC(=O)c2ccc(OC)c(OC)c2)C(=O)NCCc2c[nH]c3ccccc23)cc1
  -2, 0
- CCc1ccccc1NC(=O)/C(C#N)=C\c1ccc(Sc2ccccc2)o1
  -1, 2
- COc1ccc(S(=O)(=O)NNC(=O)C2Cc3c(ccc4ccccc34)O2)cc1 (stereo not given)
  -1, 4
- O=[N+]([O-])c1ccc(N/N=C/c2c[nH]c3ccccc23)cc1
  9, -5
- C=CCn1c(SCC(=O)N2CCc3ccccc3C2)nc2sc(C)cc2c1=O
  -6, 4
- O=c1ncn(-c2ccccc2F)c2ncccc12
  3, -2
- COc1ccc(C2C(C#N)=C3NC(=O)c4c(sc5c4CCCCC5)N3C3=C2C(=O)CC(C)(C)C3)cc1 (stereo not given)
  7, -6
- Cc1ccc(S(=O)(=O)N/N=C/c2ccc(OCC(=O)NC(C)C)cc2)cc1
  -1, 4
- CCOC(=O)/C(=C/c1c[nH]c2ccccc12)NC(C)=O
  -2, 5
- C/C(=N/NC(=O)c1ccc(C)s1)c1cccc(NC(=O)COc2ccc(Cl)cc2C)c1
  17, -17
- O=[N+]([O-])c1ccc(S(=O)(=O)Nc2ccc(-c3csc(-c4ccccc4)n3)cc2)cc1
  -12, 9
- CCc1ccc(OCC(=O)NNC(=O)CSc2ncnc3sc(C)c(C)c23)cc1
  5, -4
- CCCSc1cc(N2CCCC2)nc(-c2ccccc2)n1
  -14, 15
- COCCNC(=O)c1onc(CSc2ccccc2C)c1C(=O)O
  -1, 7
- NS(=O)(=O)c1ccc(NS(=O)(=O)c2ccc(NC(=O)c3ccc(-c4ccccc4)cc3)cc2)cc1
  9, -9
- O=C(Cn1cc([N+](=O)[O-])cn1)N1CCc2ccccc21
  6, -4
- COc1ccc(Oc2nccc(-c3ccc(F)cc3)c2C#N)cc1
  -10, 17
- O=C(N/N=C/c1cccc(OC2CSC2)c1)c1ccccc1O
  27, -29
- CCOC(=O)N1CCC(N2Cc3cccc(C(=O)Nc4ccc(F)cc4)c3C2=O)CC1
  11, -8
- O=C(NC12CC3CC(CC(C3)C1)C2)c1ccc(COc2ccc(Cl)cc2[N+](=O)[O-])o1
  -8, 5
- CN(Cc1n[nH]c(=S)n1C)S(=O)(=O)c1ccccc1
  -8, 12
- O=C(CC1SC(=O)N(Cc2cccc3ccccc23)C1=O)Nc1nccs1 (stereo not given)
  8, -7
- CC(C)Sc1nc2sc(-c3ccccc3)cc2c(=O)n1N
  -5, 2
- Cc1nnc(-c2cnn(-c3ccccc3)c2N)n1Cc1ccncc1
  -14, 14
- O=[N+]([O-])c1cccc(-c2nc(-c3ccccc3)c(-c3cccs3)[nH]2)c1
  -10, 8
- Cc1ccc(C(=O)O)cc1N1C(=O)c2cccc3cc(Br)cc(c23)C1=O
  -10, 11
- O=C(O)CCC(=O)Nc1cccc(C(=O)Nc2cccc(Cl)c2)c1
  -4, 4
- O=C(Nc1nccs1)c1sc2cc(Cl)ccc2c1Cl
  -6, 7
- Cc1cccc(C(C)Nc2ccc([N+](=O)[O-])cn2)c1 (stereo not given)
  -8, 6
- O=C(N/N=C/c1c[nH]c2ccccc12)c1cc(-c2ccc(-c3ccccc3)cc2)n[nH]1
  -7, 8
- O=C(NN1C(=O)/C(=C/c2cccnc2)SC1=S)C(c1ccccc1)c1ccccc1
  -4, 7
- COc1cccc(NC(=O)c2cc(-c3cccnc3)nc3c(Cl)cccc23)c1
  6, -5
- OCCN1CCN(C(=S)c2ccc(Br)cc2)CC1
  -1, 2
- Cc1c(Cl)c([N+](=O)[O-])nn1CC(=O)N1CCc2ccccc2C1
  -9, 8
- CCC(C)NC(=O)C1c2cc(OC)c(OC)cc2C(=O)N(C)C1c1cccs1 (stereo not given)
  -7, 4
- O=C(Nc1cc(Sc2ccccn2)cc([N+](=O)[O-])c1)c1ccc([N+](=O)[O-])cc1
  11, -11
- Cn1c(CNS(=O)(=O)c2ccc(Br)cc2)n[nH]c1=S
  -4, 4
- Cc1c(NC(=O)CSc2nnc(C(C)Oc3ccc(Cl)cc3)n2-c2ccccc2)c(=O)n(-c2ccccc2)n1C (stereo not given)
  -9, 7
- CCC(=O)NC(=S)N1CCN(c2ccc([N+](=O)[O-])cc2Cl)CC1
  -8, 8
- C=CCNC(=O)c1onc(CSc2ccccc2CC)c1C(=O)O
  16, -10
- Clc1ccc(-c2nnc3n2CCCC3)cc1Cl
  11, -13
- CC(C)(C)NC(=O)CN(C(=O)Cn1nnc(-c2ccccc2F)n1)c1cccc2c1CCCC2
  41, -40
- COc1cc2c(cc1OC)C1=NC(=O)CN1C(SCc1ccccc1C)=N2
  -16, 15

# Whole records, quoted from the list. Order of values: sEH inhibitor | sEH act
# Cc1cccc(C(C)Nc2ccc([N+](=O)[O-])cn2)c1 (stereo not given) in the list: -8 | 6
# O=C(N/N=C/c1c[nH]c2ccccc12)c1cc(-c2ccc(-c3ccccc3)cc2)n[nH]1 in the list: -7 | 8

# Next section:
# Second line of a record: sEH inhibitor, sEH act
- Cc1nnc(-c2cnn(-c3ccccc3)c2N)n1Cc1cccc(C(F)(F)F)c1
  1, 2
- O=S(=O)(c1cccc(-c2nc3n(n2)Cc2ccccc2-3)c1)N1CCCCC1
  3, 0
- Cc1cccc(C)c1NC(=O)CS(=O)CC(=O)NCCCc1ccccc1 (stereo not given)
  6, -4
- COc1ccc(NC(C)C(=O)N/N=C/c2ccccc2OCc2ccc(Br)cc2)cc1 (stereo not given)
  6, 0
- O=C(COc1cc(O)c2c(=O)cc(-c3ccccc3)oc2c1)c1ccccc1
  -9, 12
- S=C(NCCSCc1c(Cl)cccc1Cl)Nc1ccccc1
  52, -52
- O=C(Nc1ccccc1Cl)c1ccccc1Oc1ccc(C(F)(F)F)cc1[N+](=O)[O-]
  1, -2
- CCc1ccccc1NC(=O)c1ccc(-n2c(C)ccc2C)cc1
  -13, 11
- CCOc1cc(CNC(C)(C)CO)cc(Br)c1OCc1ccc(Cl)cc1Cl
  -6, 4
- COc1cc(/C=C2/C(=O)ON=C2C)ccc1OCc1ccccc1F
  9, -6
- Cc1c(C(=O)Nc2ccc(OC(F)(F)F)cc2)sc2nc3n(c(=O)c12)CCC3
  0, 3
- COC(=O)C(Sc1nc(C)cc(C)c1C#N)c1ccccc1 (stereo not given)
  -3, 6
- COc1ccc(C2C(=O)N(C3CCCCC3)CC(=O)N2CC2COc3ccccc3O2)cc1 (stereo not given)
  22, -20
- C=CCSc1nc2ccccc2n1C(=O)/C=C/c1ccc(OC)c(OC)c1
  -7, 8
- CSc1nc(N)nc(-c2cccs2)c1C#N
  -9, 7
- CCN(CC)c1ccc(CC(=O)NC(C)Cc2ccccc2)cc1 (stereo not given)
  74, -74
- CC1CC(OCC(O)CN2CCN(Cc3ccccc3)CC2)CC(C)(C)C1 (stereo not given)
  8, -6
- CCOC(=O)C(C)Sc1snnc1C (stereo not given)
  -5, 4
- CC(NC(=O)C12CC3CC(C1)CC(n1cncn1)(C3)C2)C12CC3CC(CC(C3)C1)C2 (stereo not given)
  18, -16
- C/C(=N/NC(=O)c1cccs1)c1ccc(NC(=O)COc2ccc(Cl)cc2Cl)cc1
  8, -8
- CS(=O)(=O)N1CC(C(=O)NC2CCCC2)Oc2ccc(Cl)cc21 (stereo not given)
  8, -8
- O=C(N/N=C/c1ccco1)c1ccc(Br)o1
  -6, 6
- COc1cc(/C=N/n2cnnc2)ccc1OCCSc1ccc(C)cc1
  3, -5
- N=C1/C(=C\c2ccc(SCc3ccco3)o2)C(=O)N=C2SC=NN12
  -14, 14
- COc1cc(/C=N/NC(=O)c2cccc([N+](=O)[O-])c2)ccc1OCc1ccccc1
  18, -20
- CC(C)CNc1ncnc2c1sc1nc(N3CCOCC3)c3c(c12)CC(C)(C)OC3
  2, -1
- O=C(/C=C/c1cccc([N+](=O)[O-])c1)NCCN1CCOCC1
  -14, 12
- CC1CCC(Nc2nnnn2-c2ccccc2)CC1 (stereo not given)
  10, -8
- Cc1ccc(CNC(=O)Cc2ccc(-c3ccccc3)cc2)cc1
  -7, 8
- CCCC1C(=O)N(c2ccccc2)C1c1ccccc1 (stereo not given)
  -4, 4
- CC(C)(C)NC(=O)CN(Cc1cccs1)C(=O)C1COc2ccccc2O1 (stereo not given)
  -25, 28
- Nc1ncc(-c2nnnn2-c2ccc(Cl)cc2)c(-c2ccc(Cl)cc2)n1
  -3, 3
- O=[N+]([O-])c1ccc(C2CCCC/C2=N/OCc2ccc(F)cc2)c([N+](=O)[O-])c1 (stereo not given)
  8, -9
- Cc1ccc(OCC(=O)N/N=C2\CCOc3c(C)cccc32)cc1
  33, -34
- O=C(O/N=C\c1ccc(N2CCOCC2)c([N+](=O)[O-])c1)c1ccccc1Cl
  8, -6
- COc1ccc(C2=C(Nc3ccc(F)cc3)c3ccccc3C2=O)cc1
  -13, 11
- O=C(ON=C1CCN(S(=O)(=O)c2ccccc2)CC1)c1ccc(F)cc1
  6, -3
- Cc1ccc(-c2nc3ccccc3[nH]2)cc1NC(=S)NC(=O)c1ccccc1Br
  34, -32
- Cc1cc(/C=N/NC(=O)Cn2c3ccccc3c(=O)c3ccccc32)c(C)n1-c1ccccc1
  52, -51
- Cc1ccc(SCC(=O)Nc2cccc(NC(=O)c3ccco3)c2)cc1
  1, 2
- Cc1ccc(SCc2ccc(C(=O)Nc3cccc([N+](=O)[O-])c3)cc2)cc1
  -5, 8
- CC(C)CC(C(=O)NCC1CCCO1)N(C(=O)Cn1nnc(-c2ccc(F)cc2)n1)c1ccccc1F (stereo not given)
  -6, 9
- CNC(=S)N1CCN(c2cccc(OC)c2)CC1
  4, -1
- COc1ccc(C(F)(F)F)cc1N/C=C\c1nnnn1-c1ccccc1
  -12, 9
- Cc1ccc(-c2csc(N(CCc3ccccc3)C(=O)COc3ccccc3)n2)cc1
  3, 0
- O=C(Cn1cnc2ccc(Cl)cc2c1=O)c1cccs1
  -4, 3
- C=CCNC(=O)C1CCCN(S(C)(=O)=O)C1 (stereo not given)
  -18, 15

# Assay outcomes as filed in PubChem.
